Screening data as filed in PubChem BioAssay.
EP2 mod: modulates human prostaglandin E2 receptor EP2 signaling; P43116; EP2-expressing cells, cAMP HTRF FRET, PGE2 co-stimulation; induction, % at 25 µM; 260,000 compounds, 0.83% hits;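 active = compounds whose cAMP rise, as percent of the full-agonist control response, exceeds 60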;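 note: rat C6 glioma line stably carrying human EP2 under a CMV promoter; the protocol text gives 20 µM as final concentration; 100% = response of wells given 1 µM PGE2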
14-3-3 Bad PPI: disrupts binding of bovine 14-3-3 zeta to phospho-Bad peptide; AID 781; inhibition, % at 21.7 µM; TR-FRET 14-3-3zeta/Dy647-pBad peptide displacement, 1 h; 220,000 compounds, 0.71% hits; P63103;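 active = inhibition above about 70%, limit read from the data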;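 note: 0% = full 14-3-3 plus peptide FRET controls and 100% = background without 14-3-3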
Target sequence (P63103 whole entry, looked up): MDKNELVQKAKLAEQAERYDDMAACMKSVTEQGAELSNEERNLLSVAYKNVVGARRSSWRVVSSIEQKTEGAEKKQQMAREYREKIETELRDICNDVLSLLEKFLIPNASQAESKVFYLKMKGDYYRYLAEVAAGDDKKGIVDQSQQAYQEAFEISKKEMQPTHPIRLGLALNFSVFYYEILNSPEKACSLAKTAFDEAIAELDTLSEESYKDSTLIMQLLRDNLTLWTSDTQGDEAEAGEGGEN
zfTRPN1 agonist: zebrafish TRPN1 (NompC) channel agonism | HEK293 zebrafish TRPN1-YFP, Fluo-8 calcium fluorescence; 100% = response to 87 µM carbachol | activation, % at 3 µM | 220,000 compounds, 0.18% hits;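 active = activation above its plate's cutoff, the mean activation of test wells on that plate plus 3 SD, cut at about 19% in these data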;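 note: 0% = DMSO alone and 100% = 87 µM carbachol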
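Assay system: Zebrafish TRPN1-YFP in HEK293 cells | Incubation: Dye loading 1 h at 37 °C, then 30 min room temperature | Measured by: Kinetic Fluo-8 fluorescence, ex 470-495, em 515-575 nm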
NPY Y1 blocker: NPY-Y1 (human) receptor antagonism; P25929; AID 1040; inhibition, % at 3.6 µM; HEK293-CNG Y1 cells, membrane potential fluorescence; NPY at EC95, then isoproterenol; 200,000 compounds, 1% hits;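 active = inhibition above the campaign mean inhibition of all tested compounds plus 3 SD, cut at about 20% in these data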;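 note: 0% = DMSO wells given NPY plus isoproterenol and 100% = isoproterenol alone without NPY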
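Test system: HEK293 cells co-expressing NPY Y1 receptor and cyclic-nucleotide gated channel; Also added: NPY (25 nM), isoproterenol (1 µM), Ro 20-1724 (25 µM); Compound dosing: one concentration, 3.6 µM, in 0.4% DMSO; Timing: dye 3 h, compound 60 min room temperature, stimulation 45 min; Technique: Membrane-potential fluorescent dye readout.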
PPC-1+TRAIL kill: kills PPC-1 cancer cells in the presence of TRAIL | PPC-1 cells + TRAIL, ATPLite viability luminescence | cell killing (% activity), % at 4 µM | 220,000 compounds, 0.41% hits;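 active = cell killing above 50% in the first pass at 4 µM, then a duplicate retest at 5 µM averaging 50% or more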;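 note: plate controls were cells with TRAIL plus DMSO for no effect and medium-only wells lacking cells for full effect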
CHOP inhibitor: blocks CHOP induction under ER stress. CHO-K1 CHOP-promoter luciferase, tunicamycin-induced, 15-18 h. inhibition, % at 10 µM. 220,000 compounds, 3.8% hits. AID 2732;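 active = compounds that reduced the stress-induced luciferase reporter signal by more than about 70% of percent inhibition, limit read from the data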;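 note: 0% = tunicamycin plus vehicle and 100% = wells without tunicamycin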
TRPML3 ag: activates the human TRPML3 channel; 220,000 compounds, 0.29% hits; activation, % at 3 µM; HEK293 TRPML3-YFP, Fluo-8 calcium fluorescence; 100% = the carbachol control signal; AID 1448; Q8TDD5;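 active = activation above its plate's cutoff, the mean activation of the plate's test wells plus 3 SD, cut at about 12% in these data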;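 note: 0% = DMSO only wells and 100% = carbachol wells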
Target sequence (Q8TDD5 whole entry, looked up): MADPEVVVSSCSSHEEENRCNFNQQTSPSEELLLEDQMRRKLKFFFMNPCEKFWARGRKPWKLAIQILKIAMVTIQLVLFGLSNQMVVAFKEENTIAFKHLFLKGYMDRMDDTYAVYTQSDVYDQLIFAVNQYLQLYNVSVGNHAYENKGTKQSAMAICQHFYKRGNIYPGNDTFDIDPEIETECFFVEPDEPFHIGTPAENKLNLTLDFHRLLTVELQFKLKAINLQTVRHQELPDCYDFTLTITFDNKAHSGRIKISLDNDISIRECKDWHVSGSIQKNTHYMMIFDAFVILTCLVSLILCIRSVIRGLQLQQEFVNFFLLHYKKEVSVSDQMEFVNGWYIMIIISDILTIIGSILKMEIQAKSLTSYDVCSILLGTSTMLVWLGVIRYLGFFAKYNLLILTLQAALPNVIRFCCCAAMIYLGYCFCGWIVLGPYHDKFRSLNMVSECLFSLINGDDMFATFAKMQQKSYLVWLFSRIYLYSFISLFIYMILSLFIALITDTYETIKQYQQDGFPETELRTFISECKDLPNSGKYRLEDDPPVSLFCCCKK
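Test system: TRPML3-YFP stable HEK293 cells. Doses: single point at 3 µM. Incubation: dye loading 1 h 37 °C then 30 min ambient, 125 s read. Signal: Fluo-8 calcium dye fluorescence, ex 470-495, em 515-575 nm. Measure: percent activation from peak-to-basal fluorescence ratio, scaled between DMSO and carbachol.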
NPY-Y1 PAM-ag: potentiators or agonists of human neuropeptide Y receptor Y1. 220,000 compounds, 0.37% hits. activation, % at 3.6 µM. NPY-Y1 expressing cells, potentiator/agonist activation. P25929; in the data active = activation above about 33%, passing the limit was not always enough;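 note: cells stimulated with NPY at EC10 then isoproterenol at EC100; 0% = low agonist plus stimulus and 100% = saturating agonist plus stimulus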
EP2 antag: EP2 receptor (human) inhibition | 260,000 compounds, 0.52% hits | P43116 | inhibition, % at 25 µM | C6 glioma cells expressing human EP2, cAMP TR-FRET; cells stimulated with saturating PGE2;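 active = percent inhibition above 40 after rounding to a whole number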;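 note: rat C6 glioma host cells with rolipram phosphodiesterase inhibitor present; the protocol text gives 20 µM as final concentration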
* marks the source's active call; other numbers are inactive results; · = not tested or not shown; & = joins results of further samples; [ ] = another dose, or the depositor's remark. The list is partial; the hit share may differ from the screen's.

SMILES	EP2 mod	14-3-3 Bad PPI	zfTRPN1 agonist	NPY Y1 blocker	PPC-1+TRAIL kill	CHOP inhibitor	TRPML3 ag	NPY-Y1 PAM-ag	EP2 antag
c1ccc2c(N3CCCCC3)nc(N3CCOCC3)nc2c1	13.8	0.9	1.4	4.0	0.8	-14.7	-0.2	-12.7	4.6
COc1ccc(NC2CC(=O)N(c3cccc([N+](=O)[O-])c3)C2=O)cc1 (configuration not stated)	22.2	-2.8	0.4	-0.8	29.2	7.5	0.3	-0.9	6.8
Cc1ccccc1OCC(=O)NCC(=O)N/N=C/C=C/c1ccccc1	-7.1	-0.5[fluorescence artefact?]	-0.5	2.7	-22.8	51.6	0.4	-29.0	6.3
O=C(O)CCCN=C1NC2(CCCC2)Cc2ccccc21	26.3	-5.1	-0.1	-1.2	-9.1	2.0	1.0	-37.5	7.0
CCc1ccc(C2c3[nH]c4ccccc4c3CCN2C(=O)c2cc(C)nn2C)cc1 (configuration not stated)	3.7	-12.8	-0.1	13.0	29.3	6.0	0.2	18.0	8.6
COc1ccc(OC)c(C(=O)c2ccc(Cl)cc2)c1	46.6	-5.7	-2.3	·	-11.3	9.9	-1.0	-10.5	8.9
O=C1c2cccc3c([N+](=O)[O-])ccc(c23)C(=O)N1c1ccc(Cl)cn1	-46.0	21.2	-0.1	-6.8	23.4	108.9*	0.8	21.4	·
O=c1c2ccccc2nc(-c2ccc(Cl)c(Cl)c2)n1O	8.5	2.2	0.0	0.0	-13.1	17.6	1.1	-19.7	19.2
Cc1cc(Nc2cc(F)ccc2C)n2ncnc2n1	26.4	8.2	1.4	4.6	23.2	23.9	0.3	12.0	5.5
O=C(Nc1ccc(F)cc1)N1CCCN(c2ccc(C(F)(F)F)cn2)CC1	-3.5	26.8	10.8	·	2.0	8.0	4.5	29.1	2.5
O=C(Nc1ccc([N+](=O)[O-])c(NC(=O)C2CCCO2)c1)C1CCCO1 (configuration not stated)	19.6	-0.6[fluorescence artefact?]	-0.4	0.8	0.8	31.3	0.5	-2.0	2.3
CCOC(=O)C1(CC)CC(CSc2nc3ccccc3[nH]2)OC1=O (configuration not stated)	-10.5	71.8*	-1.5	10.6	-1.5	-1.1	-0.6	8.0	5.2
O=S(=O)(c1ccc(F)cc1)c1nc(-c2ccccc2F)oc1N1CCCCC1	49.2	4.0	1.1	14.8	8.6	62.8	-0.1	-25.0	7.0
CCn1c(Cc2c(C)[nH]c3ccccc23)n[nH]c1=S	-0.9	-2.6	-0.7	0.0	11.7	19.6	-0.5	-13.9	11.4
CC1=NNC(=O)C1Oc1ccccc1 (configuration not stated)	16.4	0.8	1.9	·	7.2	16.4	0.1	12.3	9.2
O=C(/C=C/c1ccc2c(c1)OCO2)Nc1nc(-c2ccccc2)cs1	-1.5	7.0	2.5	2.5	16.6	56.8	1.2	-14.5	11.6
CCOC(=O)c1c(NC(=O)CNCCOC)sc2c1CCCC2	41.8	1.0[fluorescence artefact?]	-2.1	7.4	38.0	60.0	0.0	-8.0	12.7
N=c1ccn(Cc2c(Cl)cccc2Cl)cc1	12.1	-2.4	0.4	·	-17.1	-14.7	1.1	6.8	8.1
Cc1cc(C)cc(NC(=O)c2cc(Cl)sc2Cl)c1	-20.3	-2.8	-0.8	9.2	2.7	16.2	-0.5	-31.5	4.0
COCC(C)n1c(SCC(=O)NC(=O)Nc2ccc3c(c2)OCCO3)nc2ccccc2c1=O (configuration not stated)	-0.5	-8.9	-0.5	0.2	-7.6	41.9	0.0	8.1	5.1
N#CCCN(Cc1cccnc1)C(=S)NC(=O)c1ccco1	0.4	-9.4	1.9	4.5	13.2	-10.0	0.3	14.0	1.0
Cc1c(NC(=O)CSc2n[nH]c(-c3ccccc3)n2)c(=O)n(-c2ccccc2)n1C	17.5	-1.4	-0.2	11.3	-39.0	39.6	0.4	3.7	4.8
CCOc1nc(Oc2cccc(C(=O)O)c2)nc(Oc2cccc(C(=O)O)c2)n1	12.8	9.8[fluorescence artefact?]	0.4	-0.6	3.7	-4.8	0.7	-8.4	6.4
O=C1N/C(=C\c2ccccc2)c2ccccc21	-28.7	-4.0[fluorescence artefact?]	-1.1	4.7	6.7	·	0.5	7.8	6.3
COc1ccc(C(=O)N2CCC(C(=O)NCc3ccccn3)CC2)cc1	-3.3	-6.0	0.8	-2.6	8.2	-2.4	0.8	18.9	10.4
Cc1occc1C(=O)Nc1ccc(S(=O)(=O)N2CCCC2)cc1	-24.1	15.6	1.2	-1.7	14.3	30.5	0.4	-3.4	7.6
CC(CN1c2ccccc2Sc2ccccc21)N(C)C (configuration not stated)	-33.9&1.6&-11.1	1.2	-1.0	1.9	16.9	1.4&4.1	0.6	-15.7	16.7&5.0&11.3
COc1ccc(OC)c(-c2csc(NC(=O)C3=NN(c4ccccc4)C(=O)CC3)n2)c1	-20.7	-9.7	-0.1	1.2	1.0	39.2	0.5	-15.9	2.0
O=C(CCS(=O)(=O)c1ccc(Br)cc1)N1CCN(Cc2ccccc2)CC1	13.3	5.9	2.4	-2.5	-17.5	-4.2	1.3	5.8	9.8
CCCCc1ccc(N/C(N)=N/c2nc(C)cc(C)n2)cc1	-35.5	-17.2	108.6*	·	19.9	54.1	80.1*	6.0	13.2
Cc1ccc(C(c2nnnn2C2CCCCC2)N2CCc3ccccc32)cc1 (configuration not stated)	14.9	-10.6	-1.9	10.2	29.2	3.6	-0.1	4.6	8.3
Cc1nn(-c2ccccc2)c(N2CCCC2)c1/C=N/NC(=O)c1cccc(S(=O)(=O)Nc2ccc(Cl)cc2)c1	-5.5	-6.8[fluorescence artefact?]	0.4	-0.5	-10.7	48.3	0.1	24.6	11.2
CCOn1c(=O)c(-c2cccs2)[n+]([O-])c2ccccc21	52.5	3.5[fluorescence artefact?]	-0.6	10.4	-2.6	5.1	0.2	-4.7	3.2
CCOC(=O)C1(CCOc2ccccc2)CCN(Cc2ccc3nonc3c2)CC1	-1.2	-0.4	-2.0	15.3	12.1	-1.3	1.3	-5.5	6.3
Cc1cc(Nc2ccccc2)c2c([N+](=O)[O-])cc(C)c(C)c2n1	46.5	11.2	-0.3	0.6	19.2	46.5	-1.0	-23.5	8.8
CCN(CC)C(=O)c1sc(NC(=O)c2cc(-c3ccc(C)s3)nc3ccccc23)c(C(=O)OC)c1C	7.4	-11.8	1.1	-6.9	19.5	29.4	0.1	-14.9	16.6
O=C(Nc1ccccc1)C1=C[C@@H](C2CC2)C[C@@H](OCCCCO)O1	-21.1	-3.9	-0.4	-5.6	17.9	-13.9	0.2	-12.0	9.3
CC1(C)OC(=O)C(=CNc2cccc(O)c2)C(=O)O1	9.9	-8.9	0.6	11.5	7.3	21.8	0.2	16.2	14.8
COc1cc(/C=C2/C(=O)c3cccc([N+](=O)[O-])c3C2=O)c(Br)cc1O	-96.2	-7.7	-1.3	1.9	9.6	107.3*	0.0	8.3	49.2*
COc1ccc(OCC(=O)Nc2cccc(NC(=O)c3ccco3)c2)cc1	-38.0	-9.3	1.6	-2.7	20.6	-7.6	0.3	-9.9	9.5
COc1ccc(OC)c(CN(CCCN2CCOCC2)S(=O)(=O)c2ccc(NC(C)=O)cc2)c1	17.4	-15.6	2.3	0.4	-12.4	6.6	0.1	0.3	9.7
COc1ccccc1NC(=O)c1nn(-c2ccc(Cl)cc2)ccc1=O	-24.5	-19.1	0.6	-1.3	27.3	-28.8	0.1	-14.3	10.9
CN(CCCNC(=O)c1cc2c(=O)[nH]c3ccccc3c2n1C)Cc1ccccc1	-17.9	-4.8	-0.1	-4.7	8.0	20.1	1.1	3.6	1.8
CCOc1ccc2oc(C(=O)OCC(=O)NC(=O)NC)c(C)c2c1	-14.4	1.5	1.3	·	-9.2	14.1	0.4	15.7	4.1
CCOc1cc(C(=O)Nc2ccc(N3CCOCC3)cc2)cc(Br)c1OC	-24.9	10.0	2.0	-5.0	13.6	14.6	0.3	17.6	4.1
CCc1ccc(C2CC(c3ccccc3)n3ncnc3N2)cc1 (configuration not stated)	-12.2	3.4	3.8	8.3	0.1	18.5	0.5	-5.8	2.1
CCOc1ccc(CC(=O)Nc2sc(Cc3ccccc3)c(C)c2C(N)=O)cc1OCC	31.0	-13.5	1.1	0.4	26.5	17.0	0.2	16.7	6.4
O=C(CNc1ccc2c(c1)OCO2)N/N=C\c1cn(Cc2ccc(F)cc2)c2ccccc12	-3.0	-17.3	-0.6	-1.5	35.9	69.1	-0.5	15.2	21.0
O=C(Cc1cc(=O)[nH][nH]1)N/N=C/C=C/c1ccccc1	20.4&20.4	-9.9&-14.7[fluorescence artefact?]	0.5&-0.7	-1.8&5.3	3.8&14.1	-0.5&16.2	-0.4&0.0	-0.1&-27.9	4.6
O=C(O)CC12CC3CC(C1)CC(n1ncc(NCc4ccco4)c(Cl)c1=O)(C3)C2	21.8	3.5	1.2	·	35.8	11.2	0.9	14.5	5.5
O=c1cc2ncc(-n3cc([N+](=O)[O-])cn3)cn2[nH]1	26.4&27.3	-10.8	-1.6	0.0	-14.5	-16.2	1.5	16.4	4.8&2.4
CN(C)C(=O)CN1CCN(Cc2nc(CC3CC3)no2)CC1	8.9	4.1	1.5	·	-2.1	13.9	0.6	-15.6	3.1
CN(C)S(=O)(=O)c1cc(C(=O)NCC2CCCO2)c(Cl)cc1Cl (configuration not stated)	15.1	0.9[fluorescence artefact?]	0.2	4.4	6.7	16.7	0.0	7.1	7.9
CN(CC(=O)N1CCCC1)S(=O)(=O)c1cc(Cl)ccc1Cl	24.7	5.2	-0.4	-1.0	13.0	14.3	0.3	18.7	3.9
COc1cc(/C=C/c2ccc3cccc([N+](=O)[O-])c3n2)ccc1OCC#N	-3.6	9.5	1.1	0.2	29.3	25.9	-0.2	0.1	11.2
CCCOc1ccc(C(CC(=O)O)NC(=O)CC(c2ccccc2)c2ccccc2)cc1 (configuration not stated)	12.8	1.3	0.8	12.8	6.0	9.9	-0.4	-17.2	3.2
O=C(N/C=N/OCc1cccc(C(F)(F)F)c1)N1OC[C@@H]2COc3ccc4ccccc4c3[C@@H]21	29.1	-6.9	0.9	-0.6	21.8	7.3	0.7	-7.3	12.0
Fc1cccc2sc(Nc3nc4cc5c(cc4s3)OCCO5)nc12	-33.5	-21.2	0.6	-1.0	27.7	27.0	1.1	-1.0	11.6
O=C(CCCc1ccccc1)NCCCN1CCOCC1	7.8	-2.3	1.9	-3.5	8.4	-3.1	1.4	-10.8	3.1
